Screening results: PubChem, Broad Institute
E-selectin induc = E-selectin induction in HUVECs, primary screen, imaging, HUVEC, immunofluorescence imaging, single point. normalized: neutral wells 0, TNF-alpha wells 100. activation, % at 7.58 µM. hit rate 0.37% among 260,000. AID 686992, 2013;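 active = mean E-selectin-positive cell signal at least 10% of the positive control, reached in at least 60% of replicates, without over 20% cell loss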;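 also: in these data hits start at about 27%; measured in HUVEC primary endothelial cells; signal is the percent of cells scored E-selectin positive by PE staining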
Target sequence (P16581 whole entry, looked up): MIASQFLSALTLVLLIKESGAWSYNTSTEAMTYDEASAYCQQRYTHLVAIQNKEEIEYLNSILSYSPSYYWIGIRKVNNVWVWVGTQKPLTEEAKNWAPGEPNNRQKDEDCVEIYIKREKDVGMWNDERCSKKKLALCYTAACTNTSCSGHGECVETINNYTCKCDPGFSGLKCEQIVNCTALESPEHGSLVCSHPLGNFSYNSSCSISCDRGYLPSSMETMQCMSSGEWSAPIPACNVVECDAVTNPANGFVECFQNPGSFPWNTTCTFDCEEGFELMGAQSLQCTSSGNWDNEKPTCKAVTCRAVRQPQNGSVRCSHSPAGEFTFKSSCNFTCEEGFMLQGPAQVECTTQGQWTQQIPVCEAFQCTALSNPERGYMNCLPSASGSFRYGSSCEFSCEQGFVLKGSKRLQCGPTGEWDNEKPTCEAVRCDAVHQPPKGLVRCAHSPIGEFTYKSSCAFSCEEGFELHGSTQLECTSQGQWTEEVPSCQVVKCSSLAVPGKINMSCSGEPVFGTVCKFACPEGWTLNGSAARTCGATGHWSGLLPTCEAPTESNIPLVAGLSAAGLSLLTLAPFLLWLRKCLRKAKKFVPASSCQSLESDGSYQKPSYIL
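System: HUVEC, human umbilical vein endothelial cells; quantity: 3,000 cells/well; buffer or medium: EGM-2 medium, gelatin-coated wells; dosing: single-point compound dose; detection: immunofluorescence imaging; evaluation: % PE-positive cells; benchmarks: TNF-alpha, DMSO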
Cneo AK release = Cryptococcus neoformans cell lysis inducers, primary screen, AK release luminescence, single concentration. C. neoformans lysis, adenylate kinase release luminescence, 4 h; normalised: neutral wells 0, clomiphene wells 100. lysis activity, % at 15 µM. hit rate 0.2% among 360,000. AID 651654, 2012;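 active = mean lysis activity across replicates of at least 80%, whatever share of replicates individually reach that level; inactive = mean lysis activity below 80%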
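Assay system: Cryptococcus neoformans yeast cells / Dosing: single-point compound dose / Timing: 4 h at 37 °C static, read 1 h later / Measured by: luminescence of released adenylate kinase using an AK detection reagent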
miR122 inh = miR-122 Renilla sensor signal increase in Huh7, primary screen, miR-122 inhibitor project, cell-based, single point, plate reader; Huh7 miR-122 Renilla luciferase sensor, 48 h; neutral wells = 0, positive control = 100; activation (reporter increase), % at 12.5 µM; hit rate 0.3% among 340,000;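 active = mean replicate activation score at least 90 and every replicate individually at or above 90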;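 also: higher luciferase means less miR-122 activity so hits act as miR-122 inhibitors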
PglD inh = C. jejuni PglD acetyltransferase inhibitors, primary screen, biochemical, DTNB colorimetric, single point. UDP-N-acetylbacillosamine N-acetyltransferase PglD (Campylobacter jejuni). hit rate 0.098% among 360,000. purified PglD enzyme, DTNB colorimetric CoA detection. AID 602405, 2012. inhibition, % at 12.5 µM; in the data active = inhibition above about 16%, passing the limit was not always enough; also: strong numbers were not always called active
PGC1a acetyl inh = inhibitors of PGC1a acetylation signal, primary screen, cell-based, U2OS, AlphaScreen, inhibitor mode. inhibition, % at 15.6 µM. hit rate 0.17% among 350,000. AID 651687, 2012. AlphaScreen anti-acetyl-lysine; with virally co-expressed GCN5 acetyltransferase;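 active = every replicate shows inhibition of at least 40%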;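 also: 0% = neutral control wells and 100% = positive control wells; some results beyond the cut were filed as inactive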
RAD52 anneal inh = RAD52 DNA annealing inhibitors, primary screen, biochemical, FRET, single point, set 2 | inhibition, % at 18.7 µM | AID 651710, 2012 | hit rate 0.46% among 360,000 | recombinant RAD52 DNA annealing, FRET fluorescence;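 active = every replicate showing at least 50% inhibition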
Target sequence (P43351 whole entry, looked up): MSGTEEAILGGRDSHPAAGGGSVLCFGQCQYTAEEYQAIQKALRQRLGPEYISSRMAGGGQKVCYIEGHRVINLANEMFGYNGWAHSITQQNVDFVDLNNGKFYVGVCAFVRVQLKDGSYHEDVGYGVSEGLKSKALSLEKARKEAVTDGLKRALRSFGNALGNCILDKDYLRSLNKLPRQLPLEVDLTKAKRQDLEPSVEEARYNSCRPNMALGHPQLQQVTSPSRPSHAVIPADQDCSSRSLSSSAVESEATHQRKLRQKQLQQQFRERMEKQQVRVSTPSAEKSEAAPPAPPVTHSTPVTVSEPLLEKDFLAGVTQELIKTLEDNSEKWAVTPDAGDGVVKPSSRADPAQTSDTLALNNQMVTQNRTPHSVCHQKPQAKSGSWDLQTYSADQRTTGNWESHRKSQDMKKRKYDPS
ERAP1 HTS inh = human ERAP1 aminopeptidase inhibitors, primary screen, biochemical, single point, plate reader; recombinant ERAP1, Leu-AMC fluorescence, 60 min; inhibition, % at 10.7 µM; hit rate 0.15% among 340,000; AID 652197, 2013;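 active = mean replicate inhibition of at least 30%, or all replicates individually reaching that 30% level; inactive = mean below 30% and not every replicate reaching it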;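 also: 0% = neutral control wells and 100% = L-leucinethiol positive control wells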
RAD54 branch = inhibitors of human RAD54 branch migration, primary screen, biochemical, fluorescence, single point; RAD54 Holliday junction branch migration, FAM/BHQ fluorescence; hit rate 0.14% among 360,000; inhibition, % at 10.4 µM; DNA repair and recombination protein RAD54-like (Homo sapiens), Q92698;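 active = mean normalized replicate activity at least 40 and at least half of replicates scoring 40 or more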;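 also: 0% = median of neutral control wells and 100% = median of positive control wells; inhibitors cause a drop in the FAM fluorescence signal; in these data hits start at about 50%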
Numbers without * were called inactive; . = not tested or not shown; & = joins results of further samples; [ ] = dose if it differs, or a comment. Rows are unselected; any-hit rate near 1.4%.

# | molecule | E-selectin induc | Cneo AK release | miR122 inh | PglD inh | PGC1a acetyl inh | RAD52 anneal inh | ERAP1 HTS inh | RAD54 branch
1 | O=C(Nc1cccc(C(F)(F)F)c1)N(Cc1ccc(Cl)cc1)CC(O)C(F)(F)F (stereo not given) | . | -1 | 6 | 1 | 22 | . | . | -4
2 | CCC(=O)N1[C@H](CO)[C@@H]2c3ccccc3N(C(=O)Nc3ccc(Cl)cc3)C[C@@H]21 | 0.1 | -4 | 33[16.7 µM] | 1 | -4 | 4 | -4 | 9
3 | COc1ccccc1N1CCN(Cc2cc(OC)c3c(c2)OCO3)CC1 | . | 0 | -2 | 1 | -3 | -10 | 0 | -9
4 | CCNc1ncnc2c1cnn2C1CCCO1 (stereo not given) | 0.4 | 1 | -8 | -3 | -3 | -5 | 1 | 4
5 | CCc1c(N)nc(N)nc1Nc1ccc(C)c(C)c1 | . | 1 | -1 | -3 | -28 | -13 | 2 | 1
6 | Cc1cc(C)c2c(CC(=O)NCCc3ccccc3)coc2c1 | . | 0 | 4 | -1 | -8 | -1 | 7 | -12
7 | CC(=O)Nc1cccc(NC(=O)CSc2ncc(C(=O)Nc3ccc(F)cc3)c(=O)n2C)c1 | -0.1 | -2 | 16 | -2 | -31 | -2 | 0 | -4
8 | CSc1nc(O)cc(=O)n1-c1ccc(F)cc1 | -0.1 | 1 | -9 | -5 | 6 | -20 | -1 | -14
9 | COC(=O)c1nn(C)c(=O)[nH]c1=O | 0.0 | -1 | 2 | -4 | -3 | 5 | -4 | -10
10 | CCSc1nnc(NC(=O)c2ccco2)s1 | . | -5 | -4 | -5 | -11 | . | . | -9
11 | Brc1cccc(OCCSc2ncccn2)c1 | . | 8 | -3 | 2 | -5 | 0 | -5 | -3
12 | Cc1noc(C)c1NC(=O)Nc1cccc2c1O[C@H](CN(C)Cc1ccc(C(F)(F)F)cc1)[C@H](C)CN([C@H](C)CO)C2=O | -0.6 | -5 | 0[16.7 µM] | 3 | -2 | 9 | 3 | -3
13 | C[C@@H]1CN([C@H](C)CO)C(=O)Cc2cc(NC(=O)Nc3ccc(F)cc3)ccc2O[C@H]1CN(C)Cc1ccc(C(=O)O)cc1 | -8.4 | 4 | 6[16.7 µM] | 4 | -10 | 13 | 5 | -12
14 | O=C(Nc1ccc(OCC(=O)N2CCOCC2)cc1)c1cccc(Cl)c1 | -0.1 | -3 | -6 | 6 | 1 | -10 | -3 | 10
15 | COc1ccc(-c2csc(Nc3ccc(O)cc3)n2)cc1 | -0.3 | 2 | -4 | -5 | -10 | 3 | 1 | 6
16 | COc1cc2cc(CCOC(=O)N3CCCCC3)oc(=O)c2cc1OC | . | -1 | 34 | -2 | 3 | -12 | -3 | 3
17 | C[C@@H]1CN([C@@H](C)CO)C(=O)c2cc(NC(=O)c3ccncc3)ccc2O[C@@H](C)CCCCO[C@@H]1CN(C)S(=O)(=O)c1cccs1 | . | -9 | 11[16.7 µM] | -7 | -1 | . | 0 | -16
18 | CSc1nc2c(c(=O)[nH]c(=O)n2C)n1C/C=C(\C)Cl | . | 6 | 6 | 0 | 5 | . | . | -8
19 | O=C(Nc1cccc(-c2nc3ncccc3o2)c1)c1sc2ccccc2c1Cl | . | 3 | -10 | 1 | -22 | . | . | 7
20 | Cc1cc(=O)oc(C)c1C(=O)NCCNC(=O)c1c(C)cc(=O)oc1C | . | -2 | -4 | -5 | -10 | . | . | -2
21 | CC1OC1c1ccc(-c2ccc(C3OC3C)cc2)cc1 (stereo not given) | 0.0 | -2 | . | 4 | 15 | -5 | -1 | -5
22 | Cc1cc(Br)cn2c(Cc3cccc(F)c3)c(-c3ccccc3)nc12 | -0.2 | 1 | 3 | 4 | -12 | -66 | -3 | 6
23 | Cc1cc(C)cc(NC(=O)NCC2CCN(Cc3cc(C)ccc3C)CC2)c1 | 0.9 | 17 | -6 | 2 | . | 2 | -2 | 6
24 | COCCn1c(SCC(=O)N2CCCc3ccccc32)nc2ccccc2c1=O | . | -1 | 7 | 2 | 0 | . | . | -2
25 | CC1CCCC(C)N1C(=O)COC(=O)c1cncc(Br)c1 (stereo not given) | . | . | -2 | . | 8 | -14 | 0 | .
26 | COc1ccc2c3c(n(C)c2c1)[C@@H](CO)NCC31CCN(C(=O)c2cccc(F)c2)CC1 | -0.4 | . | . | . | -3 | -12 | -4 | .
27 | COCC(COS(N)(=O)=O)C(C)C (stereo not given) | -0.1 | -1 | -3 | -1 | 1 | -14 | -3 | -4
28 | C[C@@H]1CN([C@H](C)CO)C(=O)CCCn2cc(nn2)CO[C@H]1CN(C)C(=O)Nc1ccccc1 | 0.0&0.0 | 0&-8 | 1 | 2&3&-2 | -32&-6&-6 | -5&7&-3 | -2&2 | 2&3&-1
29 | CC1(C(=O)NS(=O)(=O)C2CC2)CCCN(C(=O)c2cc3ccccc3s2)C1 (stereo not given) | -0.2 | 2 | 3 | 0 | 2 | -14 | 0 | -9
30 | CC1=C(C(=O)Nc2ccccn2)C(c2ccccc2)n2ncnc2N1 (stereo not given) | . | 7 | -3 | 4 | -3 | . | . | 4
31 | Clc1ccc(-c2nnc(-c3ccc4ccccc4c3)o2)cc1 | 2.3 | 0 | -3 | 0 | -7 | 10 | 0 | 0
32 | COC(=O)CSc1ncnc2c1cnn2-c1ccc(C)cc1C | 0.2 | . | . | . | 4 | 12 | 1 | .
33 | CC1Cc2ccccc2N1C(=O)c1cc2cccnc2n(C)c1=O (stereo not given) | . | 1 | 7 | -2 | . | 1 | 1 | -3
34 | CC1(C)Cc2c(c(N3CCOCC3)nc3sc4c(NCc5ccccc5)nnnc4c23)CS1 | . | 3 | -3 | 0 | 1 | . | . | 2
35 | Cc1ccc(S(=O)(=O)N2CCCC(C(=O)NCCc3ccc(S(N)(=O)=O)cc3)C2)cc1 (stereo not given) | . | 2 | -1 | 12 | 1 | 0 | -4 | 3
36 | CCOC(=O)C1=C(Cc2ccc(Cl)cc2)C(=O)c2ccccc2C1=O | . | -7 | 6 | -1 | 7 | . | . | 8
37 | O=C(Cc1c[nH]c2ccccc12)NCc1cccs1 | -0.1 | 0 | -1 | 1 | 0 | -5 | -2 | -9
38 | CC(=O)N(C)C[C@H]1Oc2ncc(C#CC(C)(C)O)cc2C(=O)N([C@@H](C)CO)C[C@H]1C | 0.3 | 2 | -6[16.7 µM] | 0 | -7 | 19 | -1 | 6
39 | O=[N+]([O-])c1ccc(/C=N/Nc2ncc(Br)cn2)cc1 | -0.1 | -1 | -3 | -2 | -5 | -5 | 1 | 10
40 | C=CCSC1=C(C#N)C(c2cc(Br)c(O)c(OC)c2)CC(=O)N1 (stereo not given) | . | -1 | -5 | 1 | 0 | -18 | 0 | -2
41 | O=C(CSc1nc(-c2ccccc2)nc2ccc(F)cc12)Nc1cccc(C(=O)O)c1 | 0.5 | . | 5 | . | -10 | 6 | 0 | .
42 | CCC(=O)Nc1ccc(C(=O)N/N=C/c2cccnc2)cc1 | . | 1 | . | 0 | -10 | . | . | -9
43 | O=C(COC(=O)CCC1CCCC1)Nc1ccc(F)cc1Cl | -0.2 | -1 | 8 | -2 | 6 | -5 | 1 | 4
44 | O=C1COc2ccc(C(=O)COC(=O)Cc3c(F)cccc3Cl)cc2N1 | 2.0 | -2 | 0 | -2 | -8 | -4 | -3 | 7
45 | Cc1ccccc1NS(=O)(=O)c1ccc(C)c(NS(C)(=O)=O)c1C | 0.0 | . | . | . | -7 | -3 | 6 | .

Laid out differently: results already given.
32. COC(=O)CSc1ncnc2c1cnn2-c1ccc(C)cc1C
  E-selectin induc: 0.2
  Cneo AK release: .
  miR122 inh: .
  PglD inh: .
  PGC1a acetyl inh: 4
  RAD52 anneal inh: 12
  ERAP1 HTS inh: 1
  RAD54 branch: .

33. CC1Cc2ccccc2N1C(=O)c1cc2cccnc2n(C)c1=O (stereo not given)
  E-selectin induc: .
  Cneo AK release: 1
  miR122 inh: 7
  PglD inh: -2
  PGC1a acetyl inh: .
  RAD52 anneal inh: 1
  ERAP1 HTS inh: 1
  RAD54 branch: -3

(list continues)
# | molecule | E-selectin induc | Cneo AK release | miR122 inh | PglD inh | PGC1a acetyl inh | RAD52 anneal inh | ERAP1 HTS inh | RAD54 branch
46 | Cc1cc(C)c[n+](CC(=O)c2c(C)cc(C)c([N+](=O)[O-])c2C)c1 | . | 3 | . | 3 | . | 0 | 0 | -4
47 | O=C(C[C@@H]1C[C@@H]2c3cc(NS(=O)(=O)c4ccc(F)cc4)ccc3O[C@@H]2[C@@H](CO)O1)NCc1ccccc1 | -0.4 | -3 | -1[16.7 µM] | 0 | 0 | 12 | 1 | 2
48 | Cc1ccc(S(=O)(=O)N2[C@@H](c3ccc(C(C)(C)C)cc3)C(C(=O)O)=CC[C@H]2c2ccc(C(C)C)cc2)cc1 | -0.1 | 4 | 3 | 3 | 9 | -22 | . | 3
49 | Cc1noc(C)c1NC(=O)N(C)C[C@H]1Oc2ccc(NS(=O)(=O)c3c(C)noc3C)cc2CC(=O)N([C@@H](C)CO)C[C@@H]1C | 0.0 | 0 | 1[16.7 µM] | -4 | 2 | -9 | -1 | -9
50 | CCOc1cc(/C=N/N=C/c2ccc(O)c(OCC)c2)ccc1O | . | 0 | -8 | 0 | -1 | -26 | -1 | -1
51 | O=C(NCCN1Cc2ccccc2C1=O)c1cccs1 | . | -1 | -3 | . | 1 | . | . | -1
52 | CCNC(=O)Nc1ccc2c(c1)C(=O)N(C)[C@H]1CC[C@H](CC(=O)Nc3ccccc3Cl)O[C@@H]1CO2 | -0.1 | 4 | 0[16.7 µM] | 0 | -4 | 11 | -1 | -11
53 | Cc1cccc(C)c1NC(=O)Cn1c(=O)c(N2CCCCC2)c(N)n(C)c1=O | -0.3 | 1 | 7 | 1 | 11 | -7 | 2 | 0
54 | O=C(CCN1C(=O)c2cccnc2C1=O)NC1CCCCCC1 | . | 0 | -3 | -4 | -1 | . | . | -5
55 | C/C=C/c1ccc([C@H]2[C@H]3CN(C(=O)Nc4ccccc4F)CCCCN3[C@H]2CO)cc1 | -0.2 | -2 | -27[16.7 µM] | 2 | 3 | -5 | 3 | -3
56 | COC(=O)C1(c2ccccc2)NC(c2ccc(O)cc2)C2C(=O)N(c3ccc4c(c3)OCO4)C(=O)C21 (stereo not given) | 0.9 | 0 | 4 | 2 | -4 | -12 | -1 | .
57 | CC1(C)C(=O)Nc2ccccc2N1C(=O)COC(=O)c1cc(S(=O)(=O)N2CCOCC2)ccc1F | 6.1 | . | -4 | . | -16 | -11 | -1 | .
58 | O=C(NCCc1ccccc1)c1cccc2c1C(=O)N(C1CCCCC1)C2 | . | -1 | 2 | -2 | 3 | -7 | 1 | -8
59 | Cn1nnc2cc(NC(=O)NCc3ccc4c(c3)OCO4)ccc21 | . | 0 | -4 | -3 | 12 | -17 | -1 | -7
60 | O=C(Nc1ccc(F)cc1)N[C@H]1CC[C@H](CCNC(=O)c2cc(Cl)cc(Cl)c2)O[C@H]1CO | -0.2 | 2 | . | -1 | -2 | -12 | 3 | 1
61 | O=S(=O)(NN1CCOCC1)c1ccc(Br)cc1 | -0.5 | -1 | -3 | 4 | . | -3 | -2 | 5
62 | CC(C)[C@@H](N)C(=O)NC[C@H]1O[C@@H](n2cnc3c(=O)[nH]c(N)nc32)[C@H](O)[C@@H]1O | -0.1 | 2 | -5 | 7 | -9 | -24 | -3 | -12
